Screens deposited in PubChem by National Center for Advancing Translational Sciences (NCATS).
D1 agonist: human D1 receptor agonism. activation, % at 2 µM. HEK293 T-REx D1 cells, calcium flux, agonist mode. P21728. hit rate 1% among 360,000; in the data active = activation above about 30%; note: 0% is about no effect
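Inducible HEK293 T-REx D1 cells, force-coupled to calcium signalling, were plated at 4000 cells/well with tetracycline and held overnight at 30 C. After no-wash calcium dye loading, compound-evoked calcium rise over 180 s flagged agonists.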
Vif-A3F inh: blocks the Vif interaction with APOBEC3F. HeLa A3F-eYFP + Vif (tagged APOBEC3F with the HIV-1 protein that degrades it), YFP fluorescence increase. Potency, µM (titrated, usually from 46.1 µM), without a hit: at the top dose activity, negative = active. hit rate 0.2% among 390,000; note: potency is the fitted concentration of half-maximal effect; % of control where 0% means no effect; nearly all actives have a fitted effect of over 65% in size
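HeLa cells stably expressing Vif plus C-terminally eYFP-tagged A3F were seeded, incubated overnight at 37 deg C, dosed with compound, incubated overnight again at 37 deg C. Yellow fluorescence (Ex 488/Em 500-530) reported blocked Vif-mediated A3F-eYFP degradation.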
Vif-APOBEC3G blk: Vif-A3G binding inhibition; Q9HC16; HeLa A3G-eYFP + Vif (tagged APOBEC3G with the HIV-1 protein that degrades it), YFP fluorescence, overnight; Potency, µM (doses to about 46.1 µM), for inactives: at the top dose activity, negative = active, hits mostly inhibitors; hit rate 0.076% among 410,000; AID 602310;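 note: potency is the fitted concentration of half-maximal effect; % is set by controls: 0 for no effect and ±100 for the full control effect; nearly all actives have a fitted effect of over 60% in size; hits raise eYFP signal because A3G escapes Vif-driven loss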
Target sequence (Q9HC16 whole entry, looked up): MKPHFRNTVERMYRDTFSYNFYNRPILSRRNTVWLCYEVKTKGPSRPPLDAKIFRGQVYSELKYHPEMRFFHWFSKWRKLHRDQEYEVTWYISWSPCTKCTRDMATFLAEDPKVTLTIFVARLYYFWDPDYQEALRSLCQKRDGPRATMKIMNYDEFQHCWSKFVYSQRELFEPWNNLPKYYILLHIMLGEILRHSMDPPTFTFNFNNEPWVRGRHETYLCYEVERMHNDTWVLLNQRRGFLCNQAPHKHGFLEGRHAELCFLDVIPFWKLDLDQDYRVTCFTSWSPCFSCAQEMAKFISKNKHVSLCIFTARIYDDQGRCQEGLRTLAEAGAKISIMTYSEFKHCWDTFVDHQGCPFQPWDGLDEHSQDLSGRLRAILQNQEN
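HeLa cells stably expressing Vif and C-terminally eYFP-tagged A3G, seeded overnight at 37 deg C, then exposed to compound by pintool overnight at 37 deg C. Rise in yellow fluorescence (Ex 488/Em 500-530, Acumen) marks blocked Vif-driven A3G degradation.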
Glioma ERSR ind: inducers of ER stress response in human glioma cells. U87-MG GRP78 promoter luciferase reporter, 16 h. Potency, µM, for the others: top-dose activation, actives largely listed as activators. hit rate 0.02% among 420,000; note: potency is the fitted concentration of half-maximal effect; series mostly up to about 76 µM; % of control where 0% means no effect; nearly all actives have a fitted effect of over 35% in size
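Stably transfected U87-MG glioma cells carrying a GRP78-based luciferase sensor; 16 h compound incubation. Luminescence end-point read 10 min after Bright-Glo addition at room temperature.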
D1 PAM: human D1 dopamine receptor positive modulation; P21728; HEK293 TREx D1 cells, calcium flux, dopamine EC20 potentiation; potentiation, % at 10 µM; hit rate 0.036% among 360,000; in the data active = potentiation above about 30%; note: 0% is about no effect
RXFP1 antagonist: antagonists of human relaxin receptor RXFP1; Q9HBX9; HEK293-RXFP1, relaxin-stimulated cAMP HTRF, 30 min; active compounds read low; activity change, negative = inhibition, % at 57.5 µM; hit rate 0.59% among 350,000; AID 1259400;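 active = activity change of -60% or lower, but not beyond a set lower limit; inconclusive = change between -60% and -40%, or beyond the set limit; inactive = change above -40%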; note: % is set by controls: 0 for no effect and ±100 for the full control effect
D1 antag: blocks dopamine activation of the human D1 receptor | AID 504652 | hit rate 3.2% among 360,000 | activity change, negative = inhibition, % at 10 µM | HEK293 TREx D1 cells, calcium flux, dopamine EC80; active compounds read low; in the data active = activity change below about -30%; note: % is set by controls: 0 for no effect and ±100 for the full control effect
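Calcium flux readout: force-coupled, inducible Hek293 Trex D1 line, cells induced overnight at 30 C with tetracycline, dye-loaded 30–90 min at RT. Antagonism scored against EC80 dopamine challenge given 180 s after compound.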
RXFP1 agonist: RXFP1 (human) receptor agonism. Q9HBX9. HEK293T-RXFP1 cAMP TR-FRET, 30 min; response scale: percent of porcine relaxin response, buffer zero. Potency, µM (titrated, usually from 57.5 µM), without a hit: at the highest dose activation, actives largely listed as activators. hit rate 0.3% among 370,000. AID 2676; note: potency is the fitted concentration of half-maximal effect; % is set by controls: 0 for no effect and ±100 for the full control effect; nearly all actives have a fitted effect of over 60% in size; many of its hits are not listed in these tables
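cAMP rise read by TR-FRET after 30 min, 37C compound exposure (up to 58 uM) in RXFP1-transfected HEK293 cells with Ro 20174 present. EC50 from Hill-equation fits, with 29 nM porcine relaxin as 100% and buffer as basal.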
D2 potentiator: positively modulates the human D2 dopamine receptor allosterically. P14416. HEK293 T-REx D2, calcium flux, EC20 dopamine potentiation. potentiation, % at 10 µM. hit rate 0.34% among 340,000;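 active = potentiation over 3 SD above the plate norm, cut at about 30% in these data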; note: 0% is about no effect
Target sequence (P14416 whole entry, looked up): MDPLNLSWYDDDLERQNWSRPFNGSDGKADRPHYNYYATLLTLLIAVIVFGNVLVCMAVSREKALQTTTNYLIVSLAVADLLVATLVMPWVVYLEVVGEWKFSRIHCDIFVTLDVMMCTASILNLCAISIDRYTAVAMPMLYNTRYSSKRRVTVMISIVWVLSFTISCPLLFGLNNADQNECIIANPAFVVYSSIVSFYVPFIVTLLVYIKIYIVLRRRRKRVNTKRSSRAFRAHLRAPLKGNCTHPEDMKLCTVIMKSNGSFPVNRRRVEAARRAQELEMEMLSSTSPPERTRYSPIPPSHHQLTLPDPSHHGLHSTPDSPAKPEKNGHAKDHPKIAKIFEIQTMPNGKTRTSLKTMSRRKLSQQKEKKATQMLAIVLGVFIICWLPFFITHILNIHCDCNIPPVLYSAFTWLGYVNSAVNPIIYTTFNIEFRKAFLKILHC
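Primary screen. Calcium kinetics in induced HEK293 T-REx D2 cells: compound pre-addition 180 s, EC20 dopamine, 180 s more.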
* = called active by the depositor; ? = inconclusive; . = not tested or not shown; & = joins results of further samples. Unless noted, calls come from the whole dose curve; as a rule, active = well fitted curve in the direction sought with a large enough effect; inconclusive = small, poorly fitted or top-dose-only effect, or another doubt; inactive = no such curve, though single readings can be large; an effect the other way counts as inactive or inconclusive. Not all compounds are listed. The share of hits here may be higher or lower than overall.

SMILES	D1 agonist	Vif-A3F inh	Vif-APOBEC3G blk	Glioma ERSR ind	D1 PAM	RXFP1 antagonist	D1 antag	RXFP1 agonist	D2 potentiator
O=C(O)CNS(=O)(=O)c1c(Cl)cccc1Cl	1	10%	4%	-3%	-2	-11	-2	0.7%	-1
Cc1ccc(NC(=O)CN(C)C(=O)COC(=O)COc2cc(C)cc(C)c2)cc1	.	0%	3%	-5%	.	0	.	.	.
Cc1cc(=S)n(-c2ccccc2)n1C	3	-1%	-2%	-4%	-2	-8	4	-0.6%	14
COc1ccc(Cl)cc1C(=O)Nc1ccccc1N1CCN(C(=O)C(C)C)CC1	0	2%	0%	1%	5	0	12	3.5%	3
O=c1cnnc(SCCc2ccccc2)[nH]1	2	1%	-9%	0%	-5	-10	-5	1.1%	.
COc1cc(C(=O)Oc2cccc(C(=S)N3CCOCC3)c2)cc(OC)c1OC	1	2%	-1%	-2%	-7	-12	0	-0.5%	1
COc1ccc(CNC(=O)CN(C(=O)c2snc(C(N)=O)c2N)c2ccccc2F)cc1	6	-1%	-4%	0%	-6	4	-18	-1.1%	.
CC(C)(C)n1nc2c(c1NC(=O)c1cc3ccccc3o1)CSC2	2	6%	0%	-2%	-6	-20	7	1.5%	2
CCOC(=O)C(NC(=O)c1ccccc1)(Nc1cc(C)on1)C(F)(F)F (configuration not stated)	1	0%	0%	-3%	-2	5	-4	-1.2%	7
N/C(=N\c1nc(CSc2nc3ccccc3s2)cc(=O)[nH]1)Nc1ccc(F)cc1	0	-17%	-10%	1%	0	3	-8	11%	-20
CCC(Oc1ccccc1)C(=O)Nc1ccc(S(=O)(=O)Nc2cc(C)on2)cc1 (configuration not stated)	0	-10%	1%	-5%	0	0	10	3.0%	18
Cc1ccccc1NC(=O)C1CC(=O)N(c2ccccc2F)C1 (configuration not stated)	2	-1%	2%	-4%	-9	-6	10	1.1%	.

Results in Vif-APOBEC3G blk, D2 potentiator and D1 agonist, for some of the entries so far:
| structure | Vif-APOBEC3G blk | D2 potentiator | D1 agonist |
| --- | --- | --- | --- |
| CC(C)(C)n1nc2c(c1NC(=O)c1cc3ccccc3o1)CSC2 | 0% | 2 | 2 |
| CCOC(=O)C(NC(=O)c1ccccc1)(Nc1cc(C)on1)C(F)(F)F (configuration not stated) | 0% | 7 | 1 |

Further compounds follow.
SMILES	D1 agonist	Vif-A3F inh	Vif-APOBEC3G blk	Glioma ERSR ind	D1 PAM	RXFP1 antagonist	D1 antag	RXFP1 agonist	D2 potentiator
CCOC(=O)c1c(NC(=O)C2CCCN(S(=O)(=O)c3ccc(C)cc3)C2)sc2c1CCCC2 (configuration not stated)	0	-4%	-1%	-3%	1	-7	0	2.7%	9
CCOC(=O)c1nn(-c2ccccc2F)c2nc(Nc3ccccc3)cc(=O)n12	13	-6%	-7%	-5%	-4	-6	-17	1.6%	-7
COc1cc(/C=C2\C(=O)N(c3ccc(S(N)(=O)=O)cc3)N=C2C)ccc1OC(=O)c1ccco1	-2	-24%	0%	-2%	3	-9	17	1.1%	0
Cc1ccc(C)c(S(=O)(=O)N2CCN(C(=O)c3cnccn3)CC2)c1	1	4%	0%	-3%	0	2	-3	-2.9%	-7
Cc1nn(C)c(C)c1NC(=O)Nc1cccc(C(F)(F)F)c1	3	0%	3%	0%	-7	-1	5	2.1%	8
O=C(Nc1ccc(F)c(Cl)c1)C1CC(=O)N(Cc2ccco2)C1 (configuration not stated)	2	0%	-9%	-3%	10	0	-43*	0.8%	10
COc1cc(NC(=O)C2CC2)c(C(=O)O)cc1OC	1	-11%	1%	-4%	2	4	8	-0.9%	8
Cn1c(NCCc2ccccc2)cc(=O)n(C)c1=O	1	-1%	1%	-3%	0	-15	12	1.1%	-3
COc1ccc(OC)c(C(C(=O)NC2CCCCC2)N(C(=O)c2ccccn2)c2cccnc2)c1 (configuration not stated)	3	-5%	-1%	-4%	-4	-4	19	2.7%	.
O=C(O)c1ccccc1SCc1ccc2c(c1)OCO2	1	2%	1%	-2%	-2	4	-4	-0.2%	27
CCOc1ccc(CC(=O)Nc2nccs2)cc1	3	2%	1%	0%	0	-21	-11	0.6%	2
Cc1cccc(N2C(=O)C=CC2=O)c1	.	-20%	-4%	-4%	.	?	.	.	.
O=S1(=O)CCN(C2CC2)CC1	.	0%	5%	-2%	.	1	.	.	.
COc1cc2c(C(=O)N3CCN(C)CC3)c(C)oc2cc1Br	4	-14%	-1%	-6%	4	-7	7	0.1%	18
CCCC12CN3CC(C)(CN(C1)C3c1cccs1)C2=O (configuration not stated)	3	14%	1%	-3%	2	4	-5	-0.1%	-4
Cc1cccc(N2CN(Cc3ccco3)CNC2=S)c1C	3	2%	2%	0%	2	.	-5	-0.2%	5
CCN(CC)S(=O)(=O)c1cccc(C(=O)Oc2cccnc2)c1	6	-4%	1%	-3%	-1	3	2	1.9%	12
CC1CCCCN1CCCNC(=O)CN1C(=O)c2cccnc2Oc2ccccc21 (configuration not stated)	1&0	-5%&-1%	6%&-1%	18%&-3%	4&-4	12&2	5&-11	4.4%&1.2%	-7&3
COc1ccc(NCC(=O)NN=C2CCS(=O)(=O)c3ccc(F)cc32)cc1	.	-27%	0%	-3%	.	-7	.	.	.
O=C(COC(=O)c1cncc(Br)c1)NC1CC1	1	-1%	-1%	-2%	-2	8	-12	1.2%	9
COc1ccc(C(CC(=O)N2CCOCC2)c2c(OC)cc(OC)c3ccc(=O)oc23)cc1 (configuration not stated)	-1	-5%	0%&0%	-4%&-4%	6	.	19	-1.2%	3
Cc1cc(C(F)(F)F)cc(NNC(=O)NC(=O)c2ccc(Cl)cc2)n1	2	1%	-1%	-8%	0	-11	3	2.6%	-5
COc1cccc(NC(=O)CC2Oc3ccccc3NC2=O)c1 (configuration not stated)	0&0	3%&1%	-5%&1%	-2%&-3%	-2&-4	-1&-11	-3&7	-1.7%&-0.8%	-4&-6
CS(=O)(=O)N(CCc1ccccc1)CC(=O)NCc1ccccc1Cl	16	-1%	2%	-2%	7	12	5	0.3%	8
COCCOC(=O)C(C#N)c1nc2ccccc2nc1N1CCN(Cc2ccccc2)CC1 (configuration not stated)	6	-24%	-9%	7%	-4	-11	-8	-0.7%	-18
COc1ccc(CCNC(=O)CCc2c(C)nc3c4cccnc4nn3c2C)cc1OC	-1	12%	1%	-4%	-1	-25	-3	8.6%	-26
CCC(C)(C)NC(=O)CN(C(=O)c1ccc(N2CCCC2)nc1)c1ccc(F)cc1	-4	-4%	-4%	-3%	-1	-3	38	0.1%	.
CCCCN(C(=O)/C=C/c1ccco1)c1c(N)n(CCC)c(=O)[nH]c1=O	0	?	-4%	-3%	5	-6	-3	0.0%	-4
CCN1CCN(C(c2ccc(SC)cc2)c2c(O)cc(C)n(Cc3ccco3)c2=O)CC1 (configuration not stated)	-2	-3%	-4%	-3%	-2	-13	3	8.6%	-4
COC(=O)c1ccccc1S(=O)(=O)N1CCC(C(=O)OCc2ccc([N+](=O)[O-])cc2)CC1	13	2%	3%	-4%	-2	6	-40*	1.7%	.
CSc1cccc(NC(=O)C2C3C=CC4(O3)C2C(=O)N(CCN2CCOCC2)C4C(=O)NC2CCCCC2)c1 (configuration not stated)	0	-17%	2%	-2%	-1	-3	-2	0.2%	9
COc1ccc(-n2nnnc2CNC(=O)C(=O)c2c(C)[nH]c3ccccc23)cc1	1	-1%	-2%	-4%	-6	-15	13	0.0%	10
CCN(CCNC(=O)C1CCN(S(=O)(=O)c2c(C)noc2C)CC1)c1ccccc1	6	8%	3%	-2%	-1	4	3	-0.7%	-3
Nc1nc2nc(-c3ccccc3)cc(C(F)(F)F)c2s1	-1	-13%	2%	6%	11	-8	20	1.0%	-3
CN1C[C@@H]2C(c3ccccc3)C3(c4ccc(C#N)cc4)CC2(C3)[C@H]1c1ccccc1 (some centres not stated)	7	-2%	0%	-5%	1	.	4	7.0%	7
COC(=O)CCNc1ccc2c(c1)OCCO2	3	-9%	2%	-14%	-6	9	-8	-0.5%	-4
CN1CCN(S(=O)(=O)c2cccc(C(=O)Nc3sc4c(c3C(N)=O)CCCC4)c2)CC1	1	-10%	-1%	-11%	-3	-7	6	-0.3%	-4
CC1CCN(C(=O)COC(=O)C2CCN(S(=O)(=O)c3ccc(Cl)c(C(F)(F)F)c3)CC2)CC1	9	1%	1%	-1%	-3	-12	-24	-0.4%	21
c1ccc(CCNc2ncnc3c2nnn3Cc2ccccc2)cc1	3	-5%	-2%	0%	-4	4	22	0.3%	7
CCc1cccc(NC(=O)CSC2=Nc3ccccc3N=C(c3ccc(F)cc3)C2)c1	9	4%	1%	-1%	-4	.	9	-0.9%	-4
Cc1cccc(NC(=O)CN2CCc3cc4c(cc3C2C)OCCCO4)c1 (configuration not stated)	3	-7%	-2%	-6%	-3	-13	-12	0.4%	-2
CC(C)Cn1cc(NC(=O)N2CCN(c3ccc(F)cc3)CC2)c2ccccc2c1=O	0	6%	-1%	-4%	5	.	4	0.2%	4
COc1ccc(CNC(=O)c2ccc3nc(CCc4ccccc4)oc3c2)cc1	53*	4%	-4%	0%	-3	-15	-3	1.9%	22
Oc1cccc2ccc(/C=C/c3c(F)cccc3Cl)nc12	2	-26%	-3%	1%	13	-32	18	-1.2%	10
CC(C)CC(c1nnnn1Cc1ccc(F)cc1)N1CCC(C(N)=O)CC1 (configuration not stated)	6	-7%	0%	-6%	2	-32	-8	-0.7%	-2
COC(=O)c1ccc(COc2ncnc3c(Cl)cc(Cl)cc23)o1	-2	5%	-5%	-4%	0	17	.	7.0%	8
Nc1nc(SCc2nc3scc(-c4cccs4)c3c(=O)[nH]2)n[nH]1	0	-17%	-11%	-6%	-6	-5	4	-0.4%	.
N#Cc1c(C(F)(F)F)cc(-c2cccs2)nc1SC(C(=O)O)c1ccccc1 (configuration not stated)	.	-13%	-5%	6%	.	-5	.	.	.
Cn1c(C(O)c2ccccc2F)nc(Cl)c1Cl (configuration not stated)	1	-5%	-1%	-3%	19	11	10	-0.1%	24
Cc1c(NS(C)(=O)=O)cccc1-c1nc2ccccc2s1	12	2%	1%	0%	-1	-16	-27	0.3%	8
COc1ccc(OC)c(NC(=O)COC(=O)c2ccc(-n3cnnn3)cc2)c1	2	11%	-4%	-4%	-1	-10	0	0.5%	-1
